Compound activity: PubChem BioAssay, National Center for Advancing Translational Sciences (NCATS)
PLK1 PBD inh – blocks phosphopeptide binding to human PLK1 polo-box domain | P53350 | Plk1 PBD binding of FITC phosphopeptide, fluorescence polarization | Potency, µM, inactives show max response, negative = inhibition, hits mostly inhibitors | 360,000 tested, 2.8% active | AID 720504; note: potency is the fitted concentration of half-maximal effect; series mostly up to about 57 µM; % is set by controls: 0 for no effect and ±100 for the full control effect; nearly all actives have a fitted effect of over 65% in size
GLP1R ag – activates the human GLP-1 receptor; HEK293 GLP-1R CRE-luciferase, luminescence, 4-6 h; cells express a hypersensitive GLP-1R form; P43220; Potency, µM (doses to about 45.6 µM), without a hit: top-dose activation, actives largely listed as activators; 380,000 tested, 0.007% active; AID 624172; note: potency is the fitted concentration of half-maximal effect; % of control where 0% means no effect
GLP-1R inv ag – acts as inverse agonist at human GLP-1 receptor | HEK293 GLP-1R CRE-luciferase, luminescence, 24 h; GLP-1R form is constitutively active | Potency, µM (doses to about 38.3 µM), for the others: at the top dose activity change, negative = inhibition, usual class: inhibitors | P43220 | 410,000 tested, 1.6% active; note: potency is the fitted concentration of half-maximal effect; % is set by controls: 0 for no effect and ±100 for the full control effect; nearly all actives have a fitted effect of over 55% in size
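Cells are plated, allowed 12 hours at 37 deg C, then treated with compounds for 24 hr before luciferase detection reagent is added and luminescence is read after 12 min at room temperature. The HEK293 line carries constitutively active GLP-1R with a cAMP-responsive reporter.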
EPAC1 agonist – agonists of human EPAC1; 360,000 tested, 0.073% active; Potency, µM (highest dose often 154 µM), for the others: top-dose activation, actives largely listed as activators; EPAC1 agonist qHTS, biochemical assay; response scale: 100% = response to 6.5 mM cAMP; note: potency is the fitted concentration of half-maximal effect; nearly all actives have a fitted effect of over 60% in size
Target sequence (O95398 whole entry, looked up): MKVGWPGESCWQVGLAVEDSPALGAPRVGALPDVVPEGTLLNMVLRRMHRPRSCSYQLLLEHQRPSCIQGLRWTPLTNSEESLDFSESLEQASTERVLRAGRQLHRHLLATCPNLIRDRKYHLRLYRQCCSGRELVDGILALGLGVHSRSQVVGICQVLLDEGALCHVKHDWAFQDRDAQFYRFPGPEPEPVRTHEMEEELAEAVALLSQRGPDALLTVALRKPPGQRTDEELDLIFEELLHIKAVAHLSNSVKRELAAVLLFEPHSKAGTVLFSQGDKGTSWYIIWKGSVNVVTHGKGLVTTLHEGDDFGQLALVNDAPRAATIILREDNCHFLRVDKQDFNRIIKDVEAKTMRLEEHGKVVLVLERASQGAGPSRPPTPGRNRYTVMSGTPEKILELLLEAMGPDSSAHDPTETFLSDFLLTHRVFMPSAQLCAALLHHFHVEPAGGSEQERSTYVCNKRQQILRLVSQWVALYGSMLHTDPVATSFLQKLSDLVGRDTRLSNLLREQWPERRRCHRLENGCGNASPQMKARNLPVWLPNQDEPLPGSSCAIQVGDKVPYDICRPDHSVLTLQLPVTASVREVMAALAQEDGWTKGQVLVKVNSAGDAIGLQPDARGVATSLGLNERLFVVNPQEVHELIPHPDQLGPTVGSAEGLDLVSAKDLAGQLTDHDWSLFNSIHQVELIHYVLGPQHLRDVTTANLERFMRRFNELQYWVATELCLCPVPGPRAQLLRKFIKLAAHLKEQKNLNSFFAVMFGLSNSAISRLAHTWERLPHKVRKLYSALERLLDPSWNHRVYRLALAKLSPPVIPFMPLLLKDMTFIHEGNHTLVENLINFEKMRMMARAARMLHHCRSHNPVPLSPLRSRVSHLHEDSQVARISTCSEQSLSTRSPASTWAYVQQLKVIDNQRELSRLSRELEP
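Fluorescent GDP-exchange assay: 100 nM EPAC1 with 250 nM Rap1B preloaded with BODIPY-GDP and 50 uM GDP; compounds tested as concentration series, 5 min at room temperature, then read every 5 min for 30 min (ex 480/em 540 nm); normalized to 6.5 mM cAMP.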
PI5P4K alpha inh – blocks human PI5P4K alpha kinase activity; PI5P4Kalpha enzyme, ADP-Glo luminescence, 60 min; active compounds read low; 330,000 tested, 1.2% active; P48426; max response, %; active = max response of -50% or lower; inconclusive = between -30% and -50%; inactive = -30% or higher; note: value at the top dose of about 77 µM; % is set by controls: 0 for no effect and ±100 for the full control effect
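PI5P4Kalpha ADP-Glo assay; 5 microM ATP final; 60 min RT reaction; HEPES pH 7.4/EGTA/CHAPS, 5% DMSO; controls lacking substrate or enzyme; luminescent end-point.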
IL-2 act – activates IL-2 in a cell-based reporter assay; IL-2 activation reporter assay, cell-based qHTS; stimulated with anti-CD3/CD4/CD28 beads; in transgenic mouse T cells; activation, % (series mostly up to about 46 µM); 360,000 tested, 0.065% active; AID 652025; in the data active = activation above about 50%; inconclusive = mostly about 30% to 49%; note: 0% is about no effect
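Readout: EGFP and DsRed signals by fluorescent plate cytometry. Unstimulated transgenic mouse T cells received compound 60 min before antibody-bead stimulation, then incubated 18 h at 37 degrees C.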
HEK293 tox – cytotoxicity counter-screen for GLP-1 receptor inverse agonists; HEK293 cAMP-luciferase reporter cells, luminescence, 24 h; Potency, µM (top dose mostly 38.3 µM), for the others: top-dose activity change, negative = inhibition, actives largely listed as inhibitors; 410,000 tested, 0.13% active; AID 624418;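 note: loss of luciferase light is scored as toxicity; potency is the fitted concentration of half-maximal effect; % is set by controls: 0 for no effect and ±100 for the full control effect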
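Quantitative HTS format, 1536 wells, 200 cells/uL seeded. Compounds: 23 nL, 24 h, 37 °C. Detection: luciferase reagent, luminescence at 12 min RT; decreased signal taken as cytotoxic.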
EPAC1 antagonist – EPAC1 (human) antagonism | 360,000 tested, 0.14% active | AID 720709 | EPAC1 GEF assay, Rap1b-BODIPY-GDP exchange fluorescence | Potency, µM (doses to about 115 µM), without a hit: at the top dose activity change, negative = inhibition, actives largely listed as inhibitors | O95398;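 note: potency is the fitted concentration of half-maximal effect; plate controls were vehicle for no effect and positive control for full effect; nearly all actives have a fitted effect of over 50% in size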
PTHR1 agonist – PTHR1 (human) receptor agonism | HEK293 GP2 PTHR1 cells, GloSensor cAMP luminescence, 1 h | Potency, µM (top dose mostly 115 µM), for the others: top-dose activation, usual class: activators | Q03431 | AID 743266 | 410,000 tested, 0.075% active; note: potency is the fitted concentration of half-maximal effect; nearly all actives have a fitted effect of over 55% in size; some results filed as inactive show a strong effect at the top dose; inactives centre near -15; many of its hits are not listed in these tables
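HEK-293-derived GP2 cells expressing PTHR1 and a GloSensor cAMP reporter, 3,000/well, plated overnight, given luciferin plus IBMX (each 0.5 mM as added) for 1 h at 37 °C, then compound for 1 h at 37 °C. Luminescence was read after 15 min at room temperature.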
* hit, by the source's call; i = inactive; u = inconclusive; x = not tested or not shown; [ ] = dose if it differs, or a comment. Unless noted, calls come from the whole dose curve; as a rule, active = well fitted curve in the direction sought with a large enough effect; inconclusive = small, poorly fitted or top-dose-only effect, or another doubt; inactive = no such curve, though single readings can be large; an effect the other way counts as inactive or inconclusive. These rows are one share of the data; count on the stated rates, not on these rows.

SMILES | PLK1 PBD inh | GLP1R ag | GLP-1R inv ag | EPAC1 agonist | PI5P4K alpha inh | IL-2 act | HEK293 tox | EPAC1 antagonist | PTHR1 agonist
COC(=O)C(Cc1csc2ccc(Cl)cc12)NC(=O)c1ccc(Cl)cc1 (stereo not drawn) | -8.4% | 18.7% | u | 22.2% | 2.9 | -0.1 | -2.7% | -16.2% | -10.8%
COCCCNC(=S)Nc1ccc(N2CCCCC2)cc1 | -13.6% | -0.2% | u | -9.3% | 6.3 | -2.5 | u | -12.5% | -2.3%
CC(C)CCC(O)(CCC(C)C)C(=O)NN1CCCCC1 | 5.8% | -1.7% | 5.0% | -9.8% | -4.4 | -1.0 | -19.3% | 7.0% | i
Cc1cc(CN(C)C(=O)CCc2nnc(Cc3cccc(C(F)(F)F)c3)o2)on1 | -7.3% | 25.3% | 75.8%[activator] | 2.3% | 7.1 | -0.1 | 1.5% | 5.5% | -15.2%
Cc1ccc(NC(=O)c2cnc3ccccc3n2)cc1C | -12.6% | 8.2% | 17.2% | 2.9% | 3.6 | -2.1 | u | 0.7% | -25.2%
O=C1CSC2(N1)C1CC3CC(C1)CC2C3 (stereo not drawn) | -2.2% | 21.6% | 17.7% | 5.5% | 0.4 | -0.6 | -0.1% | -2.0% | -24.4%
CN(C)CCCOC(=O)c1cc2ccccc2o1 | -9.4% | -7.5% | 9.4% | -6.8% | -8.1 | 1.2 | 4.9% | 9.4% | i
O=C(c1ccc(N2CCCC2=O)cc1)N1CCN(c2ccc(Cl)cc2)CC1 | -4.3% | -0.5% | -7.4% | -6.1% | -28.7 | -5.4 | -19.5% | 17.6% | -15.4%
Cc1ccc2nc(CCc3nc4ccc(C)cc4[nH]3)[nH]c2c1 | 5.7% | 0.3% | u | -3.9% | 9.7 | -0.6 | 0.9% | -10.8% | -0.5%
Cc1cc(C)c(NC(=O)C2CC(=O)N(C(C)C)C2)c(C)c1 (stereo not drawn) | -1.2% | -1.3% | 11.1% | 3.2% | -0.3 | 0.8 | 8.3% | -1.1% | i
CCN(CC)P(=O)(/C(Cl)=C\Nc1c(C)n(C)n(-c2ccccc2)c1=O)N(CC)CC | -6.9% | -25.4% | 11.0% | -10.9% | 6.5 | 1.3 | -6.3% | -4.1% | -16.2%[57.5 µM]
CCOC(=O)C1CCN(S(=O)(=O)c2ccc(C(=O)OC)cc2)CC1 | 2.8% | -2.8% | 11.7% | 8.8% | x | -2.1 | -11.5% | 21.8% | -2.9%[57.5 µM]
CC1CCN(c2nc(-c3ccncc3)nc3ccccc23)CC1 | -3.8% | 3.0% | 6.31µM* | 9.2% | 6.0 | -2.6 | 9.0% | -27.0% | u
CCN(Cc1ccncc1)C(=O)c1cc(Br)cc(Br)c1O | 5.5% | 0.8% | -15.9% | -15.4% | -0.2 | -2.8 | -3.0% | -6.8% | -3.3%
O=C(CSc1cn(CCNC(=O)c2cccs2)c2ccccc12)NCC1CCCO1 (stereo not drawn) | -6.5% | 6.5% | -16.6% | -1.6% | 5.8 | -1.0 | 0.9% | 3.7% | i
CC(C)CNC(=O)CC(=O)N/N=C/c1cccs1 | -0.4% | -15.2% | 1.4% | 8.7% | -3.9 | -0.4 | -20.1% | 3.9% | i
C#CC(C)(CC)NC(=O)c1cc2nc(C3CC3)cc(C(F)(F)F)n2n1 (stereo not drawn) | -3.3% | 1.1% | u | -4.8% | -5.7 | -2.5 | -5.2% | 3.0% | -1.2%
C1=CCN(c2nc(N3CCOCC3)nc(N3CCCc4ccccc43)n2)CC1 | 3.9% | 7.2% | 11.2µM* | 5.4% | 18.0 | -1.5 | 0.8% | 11.7% | -12.2%
CCOc1ccc(S(=O)(=O)N2CCCCC2)cc1NC(=O)C1=COCCO1 | -6.3% | 8.1% | 2.7% | 11.6% | 15.4 | -3.1 | 3.7% | -23.1% | -19.2%
Nc1c(Cl)ncnc1N1CCOCC1 | -7.0% | -4.6% | -0.6% | 5.6% | x | 0.8 | -6.6% | 4.5% | i
Cc1cc(=O)n2ncnc2n1COCCO | 2.1% | -1.8% | 6.6% | -5.2% | 7.8 | 0.6 | 8.1% | 3.4% | -20.8%[57.5 µM]
COC(=O)C1=C(C)N(c2ccc(OC)cc2)C(C)=C(C(=O)OC)C1c1ccc(OC)cc1 | 3.4% | 7.5% | u | -1.0% | 0.2 | 0.0 | -4.1% | 2.1% | i
CC1(C)CC(=O)C2=C(C1)OC(c1ccc(O)cc1)C(C#N)=C2N (stereo not drawn) | 1.8% | 1.1% | 26.9% | -2.6% | 5.7 | -3.3 | -4.3% | -15.5% | 3.6%
Cc1cc(/C=C2\SC(=S)NC2=O)c(C)n1C | -8.7% | 5.9% | 5.3% | -0.4% | x | 0.0 | u | u | i
CCOc1ccc(S(=O)(=O)N2CCCCC2)cc1NC(=O)CN1C(=O)NC(C)(c2ccc(C)cc2)C1=O (stereo not drawn) | -3.0% | -12.0% | u | 8.0% | -12.8 | -1.3 | -3.2% | -0.5% | i
COc1ccc(N(C)S(=O)(=O)c2cccc(C(=O)OCC(=O)N3CC(C)CC(C)C3)c2)cc1 (stereo not drawn) | 8.6% | 0.2% | u | 2.4% | -0.5 | -1.1 | 4.4% | -15.1% | -24.8%
Cc1ccc(S(=O)(=O)NCCC(=O)NC2CCCCCC2)cc1 | -15.4% | 6.2% | u | -2.5% | 2.0 | -2.8 | 2.6% | -14.9% | u
CC(C)CN(CCNC(=O)CN1C(=O)COc2ccc(S(=O)(=O)N3CCOCC3)cc21)CC(C)C | u | 4.5% | -9.4% | -15.4% | 0.0 | -1.7 | 5.4% | -17.4% | i
CC(=O)c1cccc(NC(=O)c2ccc(NS(C)(=O)=O)cc2)c1 | 1.6% | -6.8% | -18.7% | -0.5% | -4.8 | -2.3 | -10.1% | 4.9% | i
O=C(COC(=O)CCC(=O)c1cccs1)NC1CCCCC1 | 0.7% | 5.0% | 20.0% | -5.2% | 0.0 | 0.2 | 6.5% | -5.1% | -94.2%[inhibitor]
CCOC(=O)N1CCC(NC(=O)c2cc(COc3ccccc3SC)on2)CC1 | -8.2% | 0.7% | u | -23.4% | 1.7 | -0.9 | -4.0% | -24.4% | -9.2%
O=C(Nc1nccs1)c1cnc2sccn2c1=O | -28.8% | -2.6% | -11.7% | 8.6% | -22.9 | -1.2 | 1.1% | -1.6% | i
CCCCOC(=O)Nc1nnc(C(C)C)s1 | -8.8% | 4.1% | -3.1%[7.66 µM] | -10.9% | -8.2 | 1.2 | -0.7%[7.66 µM] | -16.5% | i
CCOC(=O)c1sc(NC(=O)CSc2n[nH]c(-c3ccccc3)n2)c(C#N)c1C | 3.77µM* | -15.8% | u | -5.9% | -54.8* | -2.3 | u | -19.7% | -27.0%
Cc1cccc(NC(=O)c2csnn2)n1 | -2.7% | 7.7% | 15.6% | -1.4% | 0.9 | 1.0 | -0.9% | -1.7% | i
COCCN(Cc1cc2cc(C)c(C)cc2nc1Cl)C(=O)N1CCOCC1 | 3.6% | -2.8% | 5.4% | -9.5% | -5.6 | -2.6 | -16.9% | 3.4% | -3.0%
Cc1ccc(NS(=O)(=O)c2ccc3c(c2)NC(=O)CCS3)c(Cl)c1 | -20.6% | 1.7% | 2.0% | -9.4% | -7.2 | -1.4 | -17.0% | -15.3% | -24.9%
O=C(NS(=O)(=O)N1CCOCC1)C1=C(N2CCCC2)COC1=O | -8.7% | 4.1% | 2.5% | -8.2% | -4.6 | 0.5 | 3.3% | 16.6% | -18.2%
Cc1cccc(C(=O)N[C@H](C(=O)Nc2ccc3c(c2)OCO3)C(C)C)c1 | -9.0% | 21.1% | u | 0.6% | 5.5 | -0.7 | 0.1% | 6.5% | i
CS(=O)(=O)N(CC(=O)NCc1ccccc1Cl)Cc1ccccc1 | -9.6% | -2.7% | u | -4.8% | -0.3 | 2.5 | 33.0%[activator] | -9.4% | -5.8%[57.5 µM]
O=C(NCCN1CCN(c2cccc(Cl)c2)CC1)c1cccn2c(=O)c3ccccc3nc12 | u | 6.4% | 0.7% | 10.5% | 0.3 | 2.0 | 24.3% | -20.4% | i
COc1cc(NC(=O)C2CC(c3ccc(Cl)cc3)=NO2)cc(OC)c1OC (stereo not drawn) | -18.0% | -4.2% | -17.5% | -5.5% | 3.4 | 2.2 | 11.1% | -3.5% | i
CC(=O)NC(CC(=O)N(C)C1CCCCC1)c1ccccc1 (stereo not drawn) | -16.2% | 11.5% | 3.8% | 7.2% | 0.8 | 1.0 | -1.9% | 18.6% | -19.8%
COc1ccc(CCNC(=O)C23CCC(C)(C(=O)O2)C3(C)C)cc1OC (stereo not drawn) | 0.0% | 1.9% | -4.3% | -11.2% | -8.2 | 0.7 | -29.1% | 2.4% | i
Cc1ncsc1C(=O)N1CCCC(CNS(=O)(=O)c2cccs2)C1 (stereo not drawn) | -14.1% | -7.5% | 6.5% | 11.0% | -2.4 | 0.2 | 7.6% | -29.3% | u
O=C(Nc1ccon1)c1cccc(C(F)(F)F)c1 | -6.2% | -0.4% | 0.4% | 3.0% | x | -1.8 | -11.8% | 14.5% | i
N#CC(c1cccc(Cl)c1)c1ncc(C(F)(F)F)cc1Cl (stereo not drawn) | -7.0% | 4.0% | 0.0% | 11.2% | x | -1.1 | 17.1% | -27.3% | -11.9%
CN(C)S(=O)(=O)c1ccc2c(c1)nc(CCC(=O)Nc1ccc(N3CCOCC3)cc1)n2C | -18.7% | 5.7% | 13.9% | -10.0% | -16.7 | 5.1 | 9.7% | -20.6% | -4.5%
C=CCN(Cc1nc(-c2ccc(OC)cc2)no1)C(=O)c1ccc2c(c1)OCO2 | -7.9% | 7.1% | u | 14.1% | 0.0 | -1.6 | u | -16.1% | i
Cc1ccc(NS(=O)(=O)c2c(C(=O)N3CCCCCC3)c(C)n(C)c2C)cc1C | 21.2µM* | 3.8% | -22.5% | -1.7% | -5.0 | -4.4 | -7.1% | 7.5% | -3.0%
